Source: PubChem
TbREL1 primary – TbREL1 inhibition, primary screen | AID 1117264 | inhibition, % at 9.66 µM | TbREL1 RNA ligation, FRET fluorescence | P86926 | actives 0.49% (n = 89,000);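 active means inhibition above the mean inhibition across all screened compounds plus 3 SD, cut at about 11% in these data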;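 further: 0% = plate median of test wells and 100% = NSC42067 control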
Target sequence (P86926 whole entry, looked up): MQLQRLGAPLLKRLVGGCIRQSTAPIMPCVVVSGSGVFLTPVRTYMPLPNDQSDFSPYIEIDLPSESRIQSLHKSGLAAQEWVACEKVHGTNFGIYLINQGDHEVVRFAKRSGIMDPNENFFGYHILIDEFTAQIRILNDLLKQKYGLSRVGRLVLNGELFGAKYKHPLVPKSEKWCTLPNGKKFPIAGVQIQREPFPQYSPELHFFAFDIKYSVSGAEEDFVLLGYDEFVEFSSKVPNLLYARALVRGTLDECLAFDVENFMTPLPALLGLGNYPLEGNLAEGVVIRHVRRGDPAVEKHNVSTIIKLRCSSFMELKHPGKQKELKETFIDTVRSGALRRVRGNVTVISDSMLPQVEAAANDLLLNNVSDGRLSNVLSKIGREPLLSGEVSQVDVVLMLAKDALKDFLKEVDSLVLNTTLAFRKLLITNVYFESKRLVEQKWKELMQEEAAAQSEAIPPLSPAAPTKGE
* = called active by the depositor.

SMILES	TbREL1 primary
COc1ccc(NS(=O)(=O)c2ccc(OC)c(NC(=O)CCC3CCCCC3)c2)cc1	-1
Cc1ccc(S(=O)(=O)Nc2cc(C(=O)O)ccc2N2CCC(C)CC2)cc1C	9
CC(C)N1CCN(C(=O)c2ccc(NC(=O)c3ccc(Br)o3)cc2)CC1	-2
[O-][n+]1onc2c1CCc1nnc(-c3ccccc3)cc1-2	1
COC(=O)c1ccc(CSc2nnc(-c3ccncc3)n2Cc2ccccc2)o1	-1
Cc1cccc(C)c1NC(=O)NCCCN1CCN(c2ccccc2)CC1	6
COc1nc(OC)nc(N2CCC(C(=O)NCc3ccccc3OC)CC2)n1	1
CCSc1nc2c(c(=O)[nH]c(=O)n2C)n1C/C=C(/C)Cl	0
Cn1c(N)c(C(=O)COC(=O)Cc2cccc(C(F)(F)F)c2)c(=O)n(C)c1=O	1
O=C1NC[C@H](CCCCN2C[C@H](Cc3ccccc3)N(CCc3ccccc3)C(=O)C2=O)N(CC2CCCCC2)C1=O	2
CSc1nncc(/C(C)=N\Nc2ccccc2C)n1	0
Cn1cnnc1SCC(=O)N1CCc2ccccc2C1	-2
CCOC(=O)c1cccc(NS(=O)(=O)c2ccc(NC(C)=O)cc2)c1	2
Cc1ccc(C(=O)N2CCN(S(=O)(=O)N3CCCCC3)CC2)cc1	-3
Cc1cc(C)cc(NC(=O)COC(=O)c2n[nH]c3ccccc23)c1	2
COCCN(C(=O)C1CCCC1)c1c(N)n(Cc2ccccc2)c(=O)[nH]c1=O	-1
CCOC(=O)c1cc(-c2cccs2)nc2onc(C)c12	0
CN(CCC#N)C(=O)COC(=O)c1ccc(Cl)c(S(N)(=O)=O)c1	6
Cc1ccc(S(=O)(=O)CCSc2ccc(C(F)(F)F)cn2)cc1	-3
COC(=O)c1cc(Cl)c(NC(=O)c2ccco2)cc1OC	-1
COc1ccccc1N(C)S(=O)(=O)c1ccc(Cl)c(C(=O)NCc2cccnc2)c1	1
O=C(Nc1cc(C(F)(F)F)ccc1N1CCOCC1)C1CC1	0
CCOC(=O)Cc1nnc(NC(=O)c2ccccc2OCC)s1	-2
COc1ccc(Cl)cc1NC(=O)CNc1ccccc1N1CCOCC1	4
CCN1C(=O)N[C@@H](CCc2ccccc2)[C@H](C(=O)OC)[C@H]1C	-1
O=C(c1cccc(F)c1F)N(Cc1ccccn1)CC1CCCO1 (stereo not drawn)	2
COCCNC(=O)COc1ccc(Nc2ccccc2)cc1	-7
O=C(O)CCn1cc(C(=O)O)c(-c2ccccc2)n1	1
Cc1cccc(NC(=O)CSCC(=O)N(C)Cc2ccc(Cl)c(Cl)c2)c1	4
Cc1ccc([C@@H]2[C@@H]3C(=O)N(C)C(=O)[C@@H]3[C@]3(C)C(=O)N(Cc4ccc(-c5ccccc5)cc4)CC(=O)N23)o1	0
CCOC(=O)c1ccccc1NCN1C(=O)CSC1=O	6
CC1Cc2ccccc2N1C(=O)CCNS(=O)(=O)c1ccc2c(c1)CCC(=O)N2 (stereo not drawn)	-2
COc1ccccc1NS(=O)(=O)c1cccc(NC(=O)c2nc3nc(C)cc(C)n3n2)c1	1
CC(C)CCN1C(=O)c2ccc(-c3nc4ccccc4c(=O)o3)cc2C1=O	1
CCOc1ccc2nc(N3CCOCC3)nc(C)c2c1	-2
O=S(=O)(c1ccc(Cl)c2ccccc12)N1CCCC1	0
COc1cccc(CN(C)C(=O)Cc2c[nH]c3ccccc23)c1	2
COC(=O)C1=C(N)Oc2cc(C)n(C)c(=O)c2C1c1ccc(Cl)c(Cl)c1 (stereo not drawn)	2
CC(C(=O)N1CCN(C(=O)c2ccco2)CC1)N1C(=O)NC2(CCCCC2C)C1=O (stereo not drawn)	8
COc1ccc(C(C(=O)NCc2ccccc2)N(Cc2cccs2)C(=O)c2cnccn2)cc1 (stereo not drawn)	-2
CCOc1ccc(/C=C/C(=O)N(CC)CC(=O)NCc2cccs2)cc1OC	1
COc1cccc(CNC(=O)CCNS(=O)(=O)c2ccc3c(c2)CC(C)N3C(C)=O)c1 (stereo not drawn)	0
COC(=O)c1cc(C#N)c(N(C)Cc2ccccc2)nc1C	0
Cc1ccc(NC(=S)N(Cc2ccco2)C(C)c2cccs2)cc1 (stereo not drawn)	1
COc1ccc(CNC(=O)CCS(=O)(=O)c2ccc3c(c2)oc(=O)n3C)cc1	4
O=S(=O)(Nc1cc(Cl)ccc1N1CCOCC1)c1ccccc1Cl	-2
Cc1cc(C)c2nc(Nc3nc(-c4ccccc4)cc(=O)[nH]3)nc(C)c2c1	-1
Cc1nc(N)sc1-c1csc(Nc2ccccn2)n1	3
Cc1cc(Nc2ccc(Br)cc2F)n2nc(C)nc2n1	2
CS(=O)(=O)N1c2ccccc2C[C@H]1Cc1cc2ccccc2o1	12*

2 records picked at random from the list so far, as already listed:
SMILES	TbREL1 primary
COC(=O)c1cc(C#N)c(N(C)Cc2ccccc2)nc1C	0
Cc1ccc(NC(=S)N(Cc2ccco2)C(C)c2cccs2)cc1 (stereo not drawn)	1

Continued.
SMILES	TbREL1 primary
Clc1ccccc1/C=N/c1cc(-c2ccccc2)nn1-c1ccccc1	-1
Brc1ccc(CN2CC[C@H]3C=CCc4cccc(c43)C2)cc1	2
COc1ccc(-c2cc(C(=O)OC3CCOC3=O)c3ccccc3n2)cc1OC (stereo not drawn)	-2
CCN(CC)C(=O)c1cc(C(C)(C)C)c(O)c(C(C)(C)C)c1	-1
O=C(N/N=C/c1coc2ccccc2c1=O)c1cc(Br)ccc1O	2
C[C@H]1C2CC(OC(=O)NCc3ccc(Cl)cc3)C(C2)[C@H]2CCCCN21 (stereo partly drawn)	3
Cc1ccc(F)c(C2C3C=CCC(c4cccc(-c5ccc(N(C)C)cc5)c4)C3C(=O)N2Cc2ccccc2)c1 (stereo not drawn)	-3
COc1ccccc1C(CNC(=S)NCc1ccccc1)N1CCCC1 (stereo not drawn)	2
COc1cc(-c2noc(C)c2/C=C/c2ccc(C(=O)O)cc2)cc(OC)c1OC	0
COC(=O)CCN(Cc1cc(OC)ccc1OC)S(=O)(=O)c1ccccc1Br	-3
COc1ccc(CNC(=O)N2CCN(c3ccccc3)CC2)cc1	7
O=C(COC(=O)c1ccc(NS(=O)(=O)c2ccc(F)c(F)c2)cc1)NCC1CCCO1 (stereo not drawn)	-3
Cc1c(/C=N/NC(=O)c2cccnc2)cc(C#N)n1C	1
Cc1ccc(NNC(=O)c2ccno2)c(C)c1	-2
COc1cc(OC)cc(C(=O)NC(=S)Nc2nc(-c3cc4ccccc4o3)cs2)c1	-3
CC(=O)NC(c1cccs1)c1cc(F)c2cccnc2c1O (stereo not drawn)	0
COc1ccc(C(CC(=O)c2ccccc2)CC(=O)c2ccccc2)cc1OC	-5
COC(=O)C(C(=O)OC)c1ccccc1NC(=O)OCc1ccccc1	2
CCNC(=S)NNC(=O)c1cccn(Cc2ccc(Cl)cc2)c1=O	-4
COc1ccccc1OCCCn1c(=O)sc2ccccc21	4
CC(C)(C)N1C(=O)[C@H]2[C@@H](c3ccc(Br)cc3)N3C(=O)N(c4cccc(Cl)c4)C(=O)[C@@]3(Cc3ccccc3)[C@H]2C1=O	6
COc1cccc(-n2c(SCC(=O)NC3CCS(=O)(=O)C3)nc3ccccc3c2=O)c1 (stereo not drawn)	-2
COc1ccc(/C=N/n2c(C)nc3sc(C)c(C)c3c2=O)cc1	-2
COc1ccc2nc(-c3ccccc3)cc(C(=O)OCC(=O)N3CC(C)OC(C)C3)c2c1 (stereo not drawn)	-2
O=C(NCC(=O)N1CCCCCC1)c1ccc(OC(F)F)cc1	4
CCOc1ncccc1C(=O)OCC(=O)c1ccc(OC)c(OC)c1	4
CCc1ccc(NC(=O)CSc2nnc(CC)c(CC)n2)cc1	-4
COc1ccc(C)cc1S(=O)(=O)N1CCCCC1	3
CCOC(=O)c1cc(-c2ccccc2)sc1NC(=O)C(C)(C)C	5
CCCc1nc(N)sc1C(=O)OCC	-1
CC1CCCCN1Cc1c(O)ccc2c(=O)c(-c3ccc(Cl)cc3Cl)coc12 (stereo not drawn)	-1
CC(C)CC(=O)Nc1ccc(C(=O)COC(=O)C2CCC2)cc1	-1
CCN1C(Nc2ccccc2)=NC[C@@H]1CC(C)C	3
CCOC(=O)c1ccc(NC(=O)c2nn(C)cc2Br)cc1	0
CCN(CC)S(=O)(=O)c1cccc(C(=O)NC(C(=O)NNC(=O)c2ccccc2F)C(C)C)c1 (stereo not drawn)	2
CC1(C)C2([N+](=O)[O-])CN3CC1([N+](=O)[O-])CN(C2)C3c1ccc(O)c(O)c1 (stereo not drawn)	0
Cc1ccc(Nc2nc(N)nc(CSC(=S)N3CCOCC3)n2)cc1	5
CCC1Oc2nc(SC)nnc2-c2ccccc2N1C(=O)c1ccccc1 (stereo not drawn)	-1
CCC(Oc1ccccc1)C(=O)Nc1ccsc1C(=O)OC (stereo not drawn)	2
O=C(COC(=O)c1cn(-c2ccccc2)nc1-c1ccccc1)Nc1ncc(Cl)cc1Cl	10
Nc1nn(-c2cccc(F)n2)cc1-c1ccccc1	2
Cc1cc(C)cc(OCC(=O)Nc2ccc3c4c(cccc24)CC3)c1	1
COc1ccc(Cn2c(O)c(C=Nc3ccc(O)cc3)c3ccccc3c2=O)cc1	-3
O=C(NCCn1c(-c2ccncc2)nc2ccccc21)[C@H]1CCCN1c1nc(CN2CCCCC2)cs1	-3
O=C(Nc1cccc(Cl)c1)c1ccc(S(=O)(=O)NCC2CCCO2)cc1 (stereo not drawn)	0
Cc1nn(C)c(C)c1NC(=O)COc1ccc(Cl)cc1	2
CCc1ccc2[nH]c3nc(SCC(=O)NCC4CCCO4)nnc3c2c1 (stereo not drawn)	-1
COc1cccc(N2CCN(C3CC(=O)N(c4cccc(Cl)c4)C3=O)CC2)c1 (stereo not drawn)	-5
Cc1ccc(C(=O)O/N=C2\CC3CCC2(C)C3(C)C)cc1 (stereo not drawn)	-1
COC(=O)c1ccc(CSc2nc(-c3ccco3)cc(C(F)(F)F)n2)o1	0

Following part.
SMILES	TbREL1 primary
C=CCNC(=O)C1CCN(S(C)(=O)=O)CC1	1
OC(COc1ccc(F)cc1Cl)CN1CCc2ccccc2C1 (stereo not drawn)	1
C[C@H](CO)N1C[C@H](C)[C@@H](CN(C)Cc2cccnc2)OCc2cnnn2CCCC1=O	2
O=C(Nc1ccccc1C(=O)NCC1CCCO1)c1ccccc1 (stereo not drawn)	5
COc1ccc(N2CCN(CCCNC(=O)CCc3cccc(F)c3)CC2)cc1	-6
CCOc1ccc(/C=c2\sc3nc(-c4ccco4)nn3c2=O)cc1OCC	8
O=C(c1cnn(C(=O)CN2CCCC2=O)c1)c1ccccc1O	2
Cc1cccc(NC(=O)CCCn2cc([N+](=O)[O-])cn2)n1	-1
O=C(NCC(=O)N1CCCC1C(=O)O)OC1CCCCC1 (stereo not drawn)	0
Cc1cccc(C(=O)NC(=S)Nc2ccc(S(=O)(=O)N3CCN(C)CC3)cc2)c1	-7
Oc1c(C=C2N=c3ccccc3=N2)sc(=S)n1-c1ccc2ccccc2c1	1
Cn1nnnc1Sc1ncnc2scc(-c3cccc(Br)c3)c12	0
COc1ccc(OC)c(N(C)S(=O)(=O)c2ccc3c(c2)N(C(C)=O)CCO3)c1	-3
O=C(CSc1nnc2scc(-c3ccccc3)n12)c1ccc2c(c1)OCCO2	0
CCOc1ccc(CC(=N)C2=C(O)CC(C)(C)CC2=O)cc1OCC	1
CCn1c(SCC(=O)NN=Cc2ccc(C(=O)O)cc2)nc2ccccc21	1
CN(C)c1ncc(S(=O)(=O)c2ccccc2)c(-c2ccc(Cl)cc2Cl)n1	1
O=C(O)CCC(=O)/C=C/c1ccccc1	4
Oc1ccc(/C=C/c2ccccc2F)c2cccnc12	1
Cc1[nH]c(=O)[nH]c(=O)c1/C=N/NC(=O)CCNC(=O)OC(C)(C)C	5
O=C(NNC(=O)c1ccc(Cl)s1)c1csc(N2CCOCC2)n1	-2
CC1CCCC(C)N1/N=C/c1ccc(C(=O)O)cc1 (stereo not drawn)	2
CCn1nnnc1-c1ccc(OC)c(S(=O)(=O)Nc2ccc(C(=O)OC)cc2)c1	1
CCS(=O)(=O)Nc1ccc(Cc2ccncc2)cc1	-2
O=S1(=O)CC(O)C(Nc2ccccc2)C1 (stereo not drawn)	6
CCn1c(CNC(=O)c2ccccc2F)cc2cc(C)ccc21	-6
Cc1csc2ncc(C(=O)Nc3ccccc3F)c(=O)n12	0
O=C(NCCCOc1cccc(CN2CCCCC2)c1)c1ccc(Cl)c(Cl)c1	9
COCCCNC(=O)[C@@H](Cc1ccccc1)NC(=O)CC[C@H]1O[C@@H](n2ccc(=O)[nH]c2=O)[C@H](O)[C@@H]1O	3
N#Cc1c2c(c(NCCOCCO)n3c1nc1ccccc13)CCCC2	0
O=C(COC(=O)C1CC2C=CC1C2)NCc1ccc(F)cc1 (stereo not drawn)	-2

Structural class: the entries above containing fluorine.
SMILES	TbREL1 primary
Cn1c(N)c(C(=O)COC(=O)Cc2cccc(C(F)(F)F)c2)c(=O)n(C)c1=O	1
Cc1ccc(S(=O)(=O)CCSc2ccc(C(F)(F)F)cn2)cc1	-3
O=C(Nc1cc(C(F)(F)F)ccc1N1CCOCC1)C1CC1	0
O=C(c1cccc(F)c1F)N(Cc1ccccn1)CC1CCCO1 (stereo not drawn)	2
Cc1cc(Nc2ccc(Br)cc2F)n2nc(C)nc2n1	2
Cc1ccc(F)c(C2C3C=CCC(c4cccc(-c5ccc(N(C)C)cc5)c4)C3C(=O)N2Cc2ccccc2)c1 (stereo not drawn)	-3
O=C(COC(=O)c1ccc(NS(=O)(=O)c2ccc(F)c(F)c2)cc1)NCC1CCCO1 (stereo not drawn)	-3
CC(=O)NC(c1cccs1)c1cc(F)c2cccnc2c1O (stereo not drawn)	0
O=C(NCC(=O)N1CCCCCC1)c1ccc(OC(F)F)cc1	4
CCN(CC)S(=O)(=O)c1cccc(C(=O)NC(C(=O)NNC(=O)c2ccccc2F)C(C)C)c1 (stereo not drawn)	2
Nc1nn(-c2cccc(F)n2)cc1-c1ccccc1	2
COC(=O)c1ccc(CSc2nc(-c3ccco3)cc(C(F)(F)F)n2)o1	0
OC(COc1ccc(F)cc1Cl)CN1CCc2ccccc2C1 (stereo not drawn)	1
COc1ccc(N2CCN(CCCNC(=O)CCc3cccc(F)c3)CC2)cc1	-6
Oc1ccc(/C=C/c2ccccc2F)c2cccnc12	1
CCn1c(CNC(=O)c2ccccc2F)cc2cc(C)ccc21	-6
Cc1csc2ncc(C(=O)Nc3ccccc3F)c(=O)n12	0
O=C(COC(=O)C1CC2C=CC1C2)NCc1ccc(F)cc1 (stereo not drawn)	-2

These rows are one share of the data, so the mix of outcomes need not match the whole.
